Compound activity deposited in PubChem BioAssay by National Center for Advancing Translational Sciences (NCATS).
HEK cytotox: HEK 293 cell cytotoxicity; HEK 293 viability, ATP luminescence (CellTiter-Glo), 48-72 h; Potency, µM (doses to about 115 µM), for inactives: at the top dose activity change, negative = cytotoxicity, usual class: inhibitors; actives 6.6% (n = 94,000); AID 1345083; note: potency is the fitted concentration of half-maximal effect; nearly all actives have a fitted effect of over 60% in size
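Read-out: CellTiter-Glo ATP luminescence. Cells: HEK 293, 250 cells/well. Exposure: 48 or 72 hr, 37 degree Celsius.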
Luciferase inh: blocks purified firefly luciferase enzyme activity | AID 1347043 | Potency, µM (top dose mostly 115 µM), for the others: at the top dose activity change, negative = inhibition, actives largely listed as inhibitors | P08659 | purified P. pyralis luciferase, luminescence, biochemical | actives 2.5% (n = 76,000); note: potency is the fitted concentration of half-maximal effect; nearly all actives have a fitted effect of over 65% in size
Target sequence (P08659 whole entry, looked up): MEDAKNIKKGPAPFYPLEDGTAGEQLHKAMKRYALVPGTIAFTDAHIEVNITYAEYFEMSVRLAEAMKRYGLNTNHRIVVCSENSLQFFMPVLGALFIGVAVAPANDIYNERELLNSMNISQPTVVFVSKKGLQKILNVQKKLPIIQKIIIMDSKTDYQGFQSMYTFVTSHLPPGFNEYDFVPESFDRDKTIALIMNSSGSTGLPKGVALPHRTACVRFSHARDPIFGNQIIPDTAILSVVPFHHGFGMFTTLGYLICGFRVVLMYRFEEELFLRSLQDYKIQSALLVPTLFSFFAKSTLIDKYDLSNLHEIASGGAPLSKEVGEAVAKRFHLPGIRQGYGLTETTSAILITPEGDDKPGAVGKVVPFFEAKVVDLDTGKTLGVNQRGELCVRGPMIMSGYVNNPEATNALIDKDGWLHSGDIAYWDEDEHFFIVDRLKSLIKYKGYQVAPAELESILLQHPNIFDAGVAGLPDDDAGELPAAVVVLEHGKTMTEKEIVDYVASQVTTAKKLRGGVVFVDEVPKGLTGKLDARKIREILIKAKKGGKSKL
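Purified 10nM P. pyralis luciferase with 10uM D-luciferin and 10uM ATP in 50mM Tris acetate pH 7.5, 10mM Mg acetate, 0.01% Tween-20, 0.05% BSA. qHTS titration; luminescence read by CCD imager.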
NIH3T3 tox: kills NIH 3T3 cells; NIH 3T3 viability, CellTiter-Glo ATP luminescence, 48-72 h; Potency, µM (titrated, usually from 96.7 µM), without a hit: at the highest dose activity change, negative = cytotoxicity, most hits filed as inhibitors; actives 4.3% (n = 94,000); note: potency is the fitted concentration of half-maximal effect; nearly all actives have a fitted effect of over 55% in size
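First NIH 3T3 cells are plated at 400 cells/well; next compound is pinned in; then plates incubate 48 or 72 hr at 37 °C; finally CellTiter-Glo is added and luminescence read after 10 min.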
GPT2 inh: GPT2 alanine aminotransferase inhibition; actives 0.25% (n = 100,000); Q8TD30; Recombinant GPT2, coupled pyruvate oxidase/HRP Amplex Red fluorescence; Potency, µM (titrated, usually from 57.7 µM), for the others: at the highest dose activity change, negative = inhibition, most hits filed as inhibitors; note: potency is the fitted concentration of half-maximal effect; nearly all actives have a fitted effect of over 60% in size; many of its hits are not listed in these tables
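GPT2 10ng/uL, a-KG 250uM, L-Ala 2mM, HEPES pH7.5 + 0.0001% Tween; 30 min RT. Then Amplex mix (PO/HRP/ThPP), 30 min RT dark, fluorescence. AOA 50uM used as positive control.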
HEK293 viab: cell viability loss counter-screen | HEK-293-SNCA-luc viability, GF-AFC fluorescence, 24 h | Potency, µM (series often up to 57.1 µM), inactives show at the top dose activity change, negative = cytotoxicity, actives largely listed as cytotoxic | actives 0.12% (n = 150,000) | AID 1671193;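 note: potency is the fitted concentration of half-maximal effect; 0% = DMSO-treated cells and -100% = medium-only wells without cells; nearly all actives have a fitted effect of over 30% in size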
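Cytotoxicity counterscreen: after 24 h compound treatment of genome-edited SNCA-luciferase HEK-293 cells, live-cell protease substrate GF-AFC read by fluorescence after 30 min; activity scaled between DMSO (0%) and medium-only (-100%), curves Hill-fitted.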
SNCA expr inhib: inhibitors of alpha-synuclein (SNCA) gene expression; HEK-293 SNCA-luciferase knock-in, luminescence, 24 h; Potency, µM (highest dose often 57.2 µM), for the others: top-dose activity change, negative = inhibition, usual class: inhibitors; actives 0.17% (n = 140,000); AID 1671194;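 note: potency is the fitted concentration of half-maximal effect; plate controls were DMSO cells for no effect and cell-free wells for full effect; nearly all actives have a fitted effect of over 45% in size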
IP6K1 inhibitor: IP6K1 kinase inhibition | Q92551 | IP6K1 kinase, ADP-Glo luminescence, 2 h; hits give low values | activity change, % (series mostly up to about 58 µM) | actives 0.81% (n = 140,000) | AID 1645851; in the data active = activity change below about -25%
Target sequence (Q92551 whole entry, looked up): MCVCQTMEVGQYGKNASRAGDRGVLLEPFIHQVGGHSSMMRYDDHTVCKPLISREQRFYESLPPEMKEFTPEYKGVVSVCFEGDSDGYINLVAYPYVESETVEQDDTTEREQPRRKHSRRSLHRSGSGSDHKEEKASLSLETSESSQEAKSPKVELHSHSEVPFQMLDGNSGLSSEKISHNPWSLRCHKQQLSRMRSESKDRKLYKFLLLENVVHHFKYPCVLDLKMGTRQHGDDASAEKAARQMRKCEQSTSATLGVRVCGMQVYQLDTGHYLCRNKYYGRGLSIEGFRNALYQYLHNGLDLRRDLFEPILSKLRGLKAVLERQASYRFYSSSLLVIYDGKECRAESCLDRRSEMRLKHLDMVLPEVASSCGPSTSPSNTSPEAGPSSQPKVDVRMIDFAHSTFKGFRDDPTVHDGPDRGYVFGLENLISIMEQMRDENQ
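ADP-Glo luminescence measures ADP made by human IP6K1 during a 2 h RT reaction with ATP/IP6 (mix at 1.3 mM/130 uM); top library doses 57.5 and 19.1 uM final.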
* = called active by the depositor; i = inactive; ? = inconclusive; . = not tested or not shown; [ ] = dose if it differs, or a comment. Unless noted, calls come from the whole dose curve; as a rule, active = well fitted curve in the direction sought with a large enough effect; inconclusive = small, poorly fitted or top-dose-only effect, or another doubt; inactive = no such curve, though single readings can be large; an effect the other way counts as inactive or inconclusive. Unless noted, % is set by controls: 0 for no effect and ±100 for the full control effect. Some of the compounds tested (hit frequency here may not be typical).

SMILES	HEK cytotox	Luciferase inh	NIH3T3 tox	GPT2 inh	HEK293 viab	SNCA expr inhib	IP6K1 inhibitor
CCc1nnc(NC(=O)CSc2nc3c([nH]c4ccccc43)c(=O)n2-c2ccc(C)cc2)s1	.	.	.	.	-1%	67%	-7
COc1ccc(Cn2c(=O)c(C(=O)NCc3ccc(F)cc3)nc3cccnc32)cc1	?	.	?	0%	0%	11%	-7
CCc1nc2c(c(-c3ccc(O)cc3)n1)CCN(Cc1ccccc1C(F)(F)F)CC2	?	-1%	40µM*	i	-9%	-22%	4
COc1ccc(NC(=O)N2CC(N(C3CCOCC3)S(C)(=O)=O)C2)cc1OC	i	0%	i	5%	-1%	-9%	3
CCC(C)n1c(=O)c2sccc2n2c(CCCC(=O)Nc3ccc(F)cc3)nnc12 (stereo not drawn)	.	.	.	.	?	8%	2
Cc1cccc(N2CCN(C(=O)c3ccc(CS(=O)c4cccc(Cl)c4)o3)CC2)c1C (stereo not drawn)	.	.	.	.	-26%	-24%	13
CCc1nc(-c2c3n(c(=O)n(Cc4ccccc4C(F)(F)F)c2=O)CCCC3)no1	0%	0%	i	-18%	13%	-8%	12
Cc1noc(C)c1S(=O)(=O)N1CCC2(CC1)CC1C(=O)NCCN1C2 (stereo not drawn)	i	-1%	-4%	3%	1%	-4%	8
CC1=C(c2ccc(C)c(C)c2)S(=O)(=O)N(Cc2ccc(C(=O)NCc3cccc(C)c3)cc2)C1=O	.	.	.	.	2%	-6%	16
Cc1nn2c(c1-c1ccnn1C(C)C)N(Cc1ccc(C(=O)O)s1)CCC2	?	-1%[172 µM]	13µM*	-15%[88.5 µM]	?	?	1
COc1ccc(-c2cnc3n2CC(C(=O)NCCCN2CCCC2=O)CC3)cc1 (stereo not drawn)	i	4%	-11%	i	-4%	10%	12
COc1cc(Cl)c(C)cc1NC(=O)CCc1nc2cccnc2n1-c1ccccc1	.	.	.	.	8%	-22%	20
O=C(NCCn1ccn2nc(-c3ccc(F)cc3)cc2c1=O)c1c(F)cccc1F	-21%	?	-3%	5%	-3%	28%	1
O=C(CCC1CCN(S(=O)(=O)c2cccc(F)c2)CC1)NCCCN1CCCC1=O	1%	-1%	-13%	-12%	7%	-26%	19
O=C1NC2(CCN(C(=O)c3ccc(C(F)(F)F)cc3)C2)Oc2ccccc21 (stereo not drawn)	?	-2%	0%	1%	10%	4%	10
CCOc1ccc(CN2C[C@@H]3C(=O)N(CCc4ccccc4)C(=O)[C@@H]3C2)cc1OC	?	-1%	-27%	-9%	14%	-7%	-1
Cc1ccc(C(=O)N2CCC3(CC2)NC(=O)N(Cc2ccc(F)cc2)C3=O)cc1F	?	8%	?	i	6%	-23%	11
CC(C)CCNC(=O)c1ccc2c(c1)N(Cc1ccccc1F)C(=O)c1ccccc1S2=O (stereo not drawn)	.	.	.	.	-14%	-28%	8
CCOC(=O)c1cccc(NC(=O)c2cc3c(Cl)nc4ccc(C)cc4c3s2)c1	.	.	.	.	18%	?	-1
C[C@@H](NC(=O)C1=C[C@@H](NC(=O)NC2CCCCC2)[C@@H](O)[C@H](O)C1)C(N)=O	-2%[172 µM]	-14%[172 µM]	-26%[174 µM]	i	11%[87.6 µM]	-4%[87.6 µM]	-5
O=C(NCCCN1CCN(c2ccccc2)CC1)c1sc2ncccc2c1-n1cccc1	.	.	.	.	-5%	-1%	18
CC(=O)N1CC2(CCN(CC3CC3)C2)Cc2ccccc21 (stereo not drawn)	-7%[172 µM]	.	-9%[138 µM]	-6%[88.5 µM]	-7%[87.6 µM]	-9%[87.6 µM]	-14
COc1c(Cl)cc(Cl)cc1C(=O)Nc1cccc2cccnc12	.	.	.	.	1%	-16%	13
Cc1ccc(NC(=O)Nc2c(C)n(C)n(-c3ccccc3)c2=O)c(Cl)c1	.	.	.	.	-5%	-6%	-9
COCCN1CC2(CCC1=O)CCN(C(=O)C(C)SC)CC2 (stereo not drawn)	i	0%	4%	-8%	3%	-5%	0

The final 2 records of the part before open the next one.
SMILES	HEK cytotox	Luciferase inh	NIH3T3 tox	GPT2 inh	HEK293 viab	SNCA expr inhib	IP6K1 inhibitor
Cc1ccc(NC(=O)Nc2c(C)n(C)n(-c3ccccc3)c2=O)c(Cl)c1	.	.	.	.	-5%	-6%	-9
COCCN1CC2(CCC1=O)CCN(C(=O)C(C)SC)CC2 (stereo not drawn)	i	0%	4%	-8%	3%	-5%	0
COc1ccc2[nH]c3c(c2c1)CCNC31CCN(C(=O)Cn2c(=O)oc3ccccc32)CC1	?	-5%	-33%	i	2%[12.5 µM]	62%[activator]	-2
O=C1COc2cc(C(=O)NC3CC(c4nnc(CO)n4C4CC4)C3)ccc2N1 (stereo not drawn)	i	9%	-2%	i	2%	-21%	-2
CCC1CN(C(=O)c2ccc(C#CC(C)(C)O)o2)CCN1C(C)C (stereo not drawn)	-18%	1%	-10%	i	-1%	8%	15
Cc1ccc(-c2ncc(C(=O)NCCN(C)C3CCCCC3)c(-c3ccncc3)n2)cc1	20µM*	-3%	25µM*	i	-20%	-14%	11
Cc1cc(C(=O)N2CCC(F)CC2)c2c(C3CCCN3)noc2n1 (stereo not drawn)	3%	.	i	4%	8%	-1%	1
Cc1nc(CCNc2cc(C3CC(O)C3)ncn2)sc1C (stereo not drawn)	-23%	?	-16%	i	2%	67%[activator]	-15
c1ccc(O[C@H]2COCCN(Cc3ccc(-c4ccccc4)cc3)C2)cc1	-29%[172 µM]	6%[172 µM]	?	i	5%[87.6 µM]	-3%[87.6 µM]	0
CCOCCNC(=O)C1(c2ccc(Cl)cc2)CCOCC1	0%[172 µM]	.	-4%[138 µM]	.	.	.	17
CN1CCN(C2CCN(CCc3ccccc3)C2=O)CC1 (stereo not drawn)	i	0%	4%	-8%	5%	24%	17
CC(C)NC(=O)NC[C@H]1O[C@@H](CC(=O)N2CCN(c3ccc(F)cc3)CC2)[C@H](O)[C@@H]1O	-16%	-5%	-18%	-14%	-3%	?	-4
Cc1nnc(NC(=O)NC2CCN(Cc3ccccc3)CC2)s1	-25%	0%	?	?	-7%	?	11
CCc1noc(C)c1C(=O)N1CC[C@@H](NC(=O)c2ccccn2)[C@H](O)C1	-1%	14%	i	i	7%	-14%	-11
CCOc1ccccc1C1NC(=O)N(CC(=O)NC2CCCC2)C2=C1C(=O)OC2 (stereo not drawn)	2%	-5%	0%	-7%	5%	3%	1
O=C(Cn1ccc2cc(S(=O)(=O)N3CCCCCC3)ccc21)NCc1ccccc1Cl	.	.	.	.	-9%	17%	-12
c1ccc(-c2nnc(CN3CCN(c4cnccn4)CC3)o2)cc1	-2%	-3%	-32%	i	-4%	47%[activator]	25
COc1c(C)cc(C(C(=O)O)N2CCC(CN3CCCC3=O)CC2)cc1C (stereo not drawn)	i	-8%	-7%	1%	7%	7%	-14
COCCC1(NC(=O)C2CC2)CCN(S(=O)(=O)c2ccccc2)CC1	-24%	0%	-13%	i	-2%	8%	-10
COCCn1c(Cn2cnc(C(C)(C)C)c2)nnc1C1CC(N)C1 (stereo not drawn)	-3%	8%	-2%	-2%	-2%	-21%	11
COc1cccc(NC(=O)N2CCN(C(=O)c3cccnc3)[C@@H](C(=O)N[C@H]3CCCNC3=O)C2)c1	i	-2%	i	3%	3%	-10%	5
O=C(NCCc1cccs1)C1CN(S(=O)(=O)C2CC2)CC12CCCCC2 (stereo not drawn)	-26%	-5%	-12%	3%	2%	7%	12
COc1ccc(C2Cn3nnc(C(=O)NCc4ccc(SC)cc4)c3CO2)cc1 (stereo not drawn)	?	-2%	-24%	i	7%	-3%	-13
Cc1c(Cl)cccc1NC(=O)CSc1nc(=O)[nH]c2c1CCCC2	.	.	.	.	-2%	-4%	-27*
COc1ccc(-c2nc(C3CC3)nc3c2CCN(Cc2ccccc2)CC3)cc1	?	.	-29%	i	2%	12%	1
COc1ccc(CCC(=O)NC2CCc3nnc(C)n3CC2)cc1OC (stereo not drawn)	3%	1%	-1%	0%	6%	36%[activator]	-12
COCCN1CCC(N2CCN(C(=O)c3cc(C)ccc3C)CC2)C1=O (stereo not drawn)	-8%	-9%	-3%	i	5%	21%	3

The final 6 compounds of the section above open the next one:
SMILES	HEK cytotox	Luciferase inh	NIH3T3 tox	GPT2 inh	HEK293 viab	SNCA expr inhib	IP6K1 inhibitor
O=C(NCCc1cccs1)C1CN(S(=O)(=O)C2CC2)CC12CCCCC2 (stereo not drawn)	-26%	-5%	-12%	3%	2%	7%	12
COc1ccc(C2Cn3nnc(C(=O)NCc4ccc(SC)cc4)c3CO2)cc1 (stereo not drawn)	?	-2%	-24%	i	7%	-3%	-13
Cc1c(Cl)cccc1NC(=O)CSc1nc(=O)[nH]c2c1CCCC2	.	.	.	.	-2%	-4%	-27*
COc1ccc(-c2nc(C3CC3)nc3c2CCN(Cc2ccccc2)CC3)cc1	?	.	-29%	i	2%	12%	1
COc1ccc(CCC(=O)NC2CCc3nnc(C)n3CC2)cc1OC (stereo not drawn)	3%	1%	-1%	0%	6%	36%[activator]	-12
COCCN1CCC(N2CCN(C(=O)c3cc(C)ccc3C)CC2)C1=O (stereo not drawn)	-8%	-9%	-3%	i	5%	21%	3
CN(Cc1ccc(CN2CCCC(O)(CO)C2)o1)S(C)(=O)=O (stereo not drawn)	-2%	3%	3%	?	-2%	4%	4
COc1cccc(Cn2c(CNC(=O)C(C)C)nc3cccnc32)c1	.	.	.	.	-3%	-10%	13
Cc1oc2ccc(O)c(CN(C)Cc3ccccc3)c2c1C(=O)Nc1cccc(Cl)c1C	.	.	.	.	-25%	-28%	1
O=C(Nc1ccc(NC(=O)c2cc3ccccc3o2)cc1)c1ccccc1	.	.	.	.	7%	51%[activator]	8
Cc1nc(C)c(CC(=O)N2CCOC(C(F)(F)F)C2)c(=O)[nH]1 (stereo not drawn)	i	1%	i	0%	1%	-29%	5
CC(=O)OC1=CN(Cc2ccccc2)S(=O)(=O)c2ccccc21	.	.	.	.	3%	-14%	-11
CC(=O)N1C[C@@H]2CCCN3CCC[C@@H]([C@H]23)[C@H]1CCCC(=O)NCCC1CCN(C(C)C)CC1	-5%	0%	-30%	i	4%	1%	4
CCOc1cc2[nH]c(=O)n(CCCCCC(=O)NC(C)CC)c(=O)c2cc1OCC (stereo not drawn)	.	.	.	.	13%	-6%	0
Cc1ccc(C2NC(=O)N(CC(=O)NCCCc3ccccc3)C3=C2C(=O)OC3)cc1 (stereo not drawn)	?	-2%	-21%	i	4%	-14%	1
C(=C\c1ccccc1)/CN1CCN(c2nccc(-c3cccnc3)n2)CC1	?	-7%	?	2%[11.5 µM]	7%	12%	-37*
CCCCSCCCNC(=O)C1CCN(Cc2nc(-c3ccc(CC)cc3)oc2C)CC1	.	.	.	.	-5%	?	-6
